Assay outcomes (PubChem BioAssay)
Rtt109 HAT inh: C. albicans Rtt109 histone acetyltransferase inhibition | purified Rtt109/Vps75, ThioGlo CoA-SH fluorescence, 4 h | hit rate 0.16% among 330,000 | AID 540336 | inhibition, % at 34.9 µM | Q5AAJ8;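 active = inhibition of at least 50% in every replicate; inconclusive = best replicate reaches 50% inhibition but some replicates fall short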
Target sequence (Q5AAJ8 whole entry, looked up): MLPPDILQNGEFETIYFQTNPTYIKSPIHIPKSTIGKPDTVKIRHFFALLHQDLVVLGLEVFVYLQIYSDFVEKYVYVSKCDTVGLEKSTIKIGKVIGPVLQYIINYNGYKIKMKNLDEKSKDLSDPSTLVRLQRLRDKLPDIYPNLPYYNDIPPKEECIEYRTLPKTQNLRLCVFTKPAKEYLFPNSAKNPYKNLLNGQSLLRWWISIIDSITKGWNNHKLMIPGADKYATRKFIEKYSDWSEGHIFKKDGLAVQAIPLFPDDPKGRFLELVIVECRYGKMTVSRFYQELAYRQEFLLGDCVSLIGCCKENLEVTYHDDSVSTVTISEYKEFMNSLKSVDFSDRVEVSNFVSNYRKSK
PKA-R2B act: activators of human PKA-R2B complex. PKA-R2B holoenzyme dissociation, Cy5-IP20 fluorescence polarization; R2B truncated from residue 108, S112A mutant; 0% DMSO only, 100% 113 µM cGMP. activation, % at 11.4 µM. hit rate 0.079% among 340,000;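 active = activation above a cutoff set at the mean over all compounds plus 3 SD, cut at about 18% in these data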;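 note: higher means more holoenzyme dissociation and a rise in polarization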
Target sequence (P31323 whole entry, looked up, other chains not shown, the tested form may be a part): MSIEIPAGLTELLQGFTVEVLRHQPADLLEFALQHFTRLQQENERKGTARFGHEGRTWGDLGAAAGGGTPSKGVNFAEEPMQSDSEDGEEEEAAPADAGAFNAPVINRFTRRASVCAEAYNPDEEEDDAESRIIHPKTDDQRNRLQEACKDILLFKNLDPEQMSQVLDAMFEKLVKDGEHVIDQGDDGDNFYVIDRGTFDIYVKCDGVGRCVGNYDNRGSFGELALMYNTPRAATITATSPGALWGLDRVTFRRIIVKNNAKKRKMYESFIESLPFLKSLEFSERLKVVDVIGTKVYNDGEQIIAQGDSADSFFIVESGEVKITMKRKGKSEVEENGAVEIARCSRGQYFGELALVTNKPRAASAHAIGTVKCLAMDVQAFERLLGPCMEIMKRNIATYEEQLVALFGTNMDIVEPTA
RTF Ca sens inh: cardiac RTF calcium desensitization; P19429+P45379; IANBD-labeled cardiac RTF, Ca2+ fluorescence; AID 493244; inhibition, % at 7.15 µM; hit rate 0.12% among 340,000;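 active = inhibition above the mean inhibition of all tested compounds plus 3 SD, cut at about 17% in these data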;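 note: assay run at fixed EC70 calcium of 1.6 mM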
C-LANA FP: KSHV C-LANA DNA binding inhibition. MBP-C-LANA/FAM-LBS DNA binding, fluorescence polarization. inhibition, % at 9 µM. hit rate 0.078% among 340,000. AID 504423;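 active = highest replicate inhibition at or above 60% at 9 µM, even if other replicates fall short; inactive = all replicates below 60% inhibition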;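 note: 0% = neutral control wells and 100% = 4 µM acridine orange control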
CAL PDZ FP-1: CAL PDZ (human) peptide binding inhibition; hit rate 0.92% among 300,000; inhibition, % at 24.9 µM; purified CAL PDZ, TMR-peptide fluorescence polarization, 1 h; Q9HD26; AID 602252;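 active = mean inhibition of at least 30% with at least half of replicates also reaching 30%; inconclusive = no clear call, values can overlap the other calls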;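 note: 0% = DMSO neutral control and 100% = excess unlabeled competitor peptide PRC23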
DAGLB inhibitor: blocks human DAGLB lipase activity. inhibition, % at 5.17 µM. HEK293T DAGLB membrane lysate, EnzChek fluorogenic substrate. hit rate 0.059% among 340,000; in the data active = inhibition above about 34%;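 note: 0% = enzyme with vehicle and 100% = wells lacking enzyme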
cardiac RTF act: increases calcium sensitivity of human cardiac regulated thin filaments. P19429+P45379. IANBD-labeled TnC RTF fluorescence at EC20 calcium; 0% EC20 calcium, 100% full calcium. activation, % at 7.2 µM. hit rate 0.24% among 340,000;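 active = activation above the mean over all tested compounds plus 3 SD, cut at about 30% in these data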;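 note: rise in fluorescence read as greater calcium sensitivity of cardiac thin filaments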
CAL PDZ FP-2: human CAL PDZ-peptide interaction inhibition; Q9HD26; purified CAL PDZ, TMR-peptide fluorescence polarization, 1 h; inhibition, % at 20 µM; hit rate 0.02% among 330,000; AID 504414;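 active = highest replicate inhibition of at least 40%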;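 note: plate controls were DMSO neutral control wells for no effect and unlabeled competitor peptide control wells for full effect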
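Test system: tagged CAL PDZ domain / Buffer or medium: sodium phosphate/NaCl buffer pH 7.4 with TCEP, IgG, Thesit / Reagent: TMR-labelled reporter peptide T*-PRC34 bound in PDZ groove / Compound dosing: single point, 20 µM / Schedule: 1 h incubation at room temperature before polarization reading / Technique: fluorescence polarization (mP) / Benchmarks: unlabelled peptide, DMSO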
SR-BI uptake up: activators of SR-BI mediated HDL lipid uptake | hit rate 0.096% among 320,000 | AID 504775 | activation, % at 12.5 µM | CHO ldlA[mSR-BI] cells, DiI-HDL uptake fluorescence, 3 h; 100 = double the neutral-control signal;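 active = mean replicate activation of at least 60% and every replicate at or above 60%; inconclusive = mean or all-replicate condition met, but not both; inactive = mean below 60% and not all replicates reaching 60%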;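 note: 0% = median plate neutral-control signal and 100% = twice that signal; values of inactives mirror those of a sister screen read the other way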
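Assay system: LDL receptor-deficient CHO ldlA cells overexpressing murine SR-BI / Medium: BSA-supplemented, HEPES-buffered Ham's F12, pH 7.4 / Probe or stimulus: DiI-labelled HDL at 10 µg/mL final / Timing: compound with DiI-HDL co-incubation, 3 h at 37 °C / Technique: bottom-read cell fluorescence after medium removal, ex 550/em 595 nm / Measure: HDL uptake via cellular fluorescence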
Keap1-Nrf2 PPI: disrupts human Keap1 binding to Nrf2 peptide. Q14145. Keap1 Kelch-Nrf2 peptide fluorescence polarization, 1536-well. inhibition, % at 9.4 µM. hit rate 0.15% among 340,000. AID 504523; in the data active = inhibition above about 12%; inconclusive = no clear call, values can overlap the other calls; inactive = below about 7.3%;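 note: human Keap1 Kelch domain with fluorescein labeled Nrf2 9mer peptide probe; 0% = neutral control wells and 100% = peptide positive control; higher means more block of Keap1 binding to Nrf2 peptide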
The depositor's hits bear a star; ? = inconclusive; / = not tested or not shown. Only part of the results is shown; rates above refer to the full screens.

SMILES	Rtt109 HAT inh	PKA-R2B act	RTF Ca sens inh	C-LANA FP	CAL PDZ FP-1	DAGLB inhibitor	cardiac RTF act	CAL PDZ FP-2	SR-BI uptake up	Keap1-Nrf2 PPI
COC(=O)C1=C(c2ccc(S(C)(=O)=O)cc2)C[C@@H]2CC[C@H]1N2C(=O)N1CCCCC1	12	-14	1	-2.4	0	-4	-7	0.3	4	0
COC(=O)C1=C(c2ccc(F)cc2OCc2ccccc2)C[C@@H]2CC[C@H]1N2C(=O)N1CCCC1	13	4	-16	6.5	-2	-5	-3	-0.3	14	2
C[C@]12CC[C@H]3C(CCC4(O)CC(O)CC[C@]34C=O)C1=CC[C@H]2c1ccc(=O)oc1 (stereo partly drawn)	-3	14	-7	1.3	14	-1	0	/	11	2
CN1CCN(c2ccc(Cl)cc2N)CC1	4	-2	0	-0.5	/	2	8	0.6	9	-2
CC(=Nc1ccccc1N)c1c(O)n(C)c(=O)[nH]c1=O	0	-1	-1	-0.1	/	-1	2	-0.5	4	-4
c1ccc(CC2CCCCN2)cc1 (stereo not drawn)	2	-2	1	4.4	15	1	-7	0.4	7	-2
c1ccc(CNC2CCCCCCC2)cc1 (tested in a mixture with another compound)	8	-5	4	4.6	3	1	-4	-0.6	5	-5
CN1CCN(C(=O)COc2ccc(S(=O)(=O)NC3CCCCC3)cc2Cl)CC1	-8	3	2	-0.7	/	0	-1	-0.2	/	0
CCOc1ccc(-c2cc(C)[n+](CCO)c(-c3ccc(OCC)cc3)c2)cc1	-60	-11	1	-1.4	/	1	2	1.0	1	3
CC(=O)O/C(=C1\CC2C3CC=C4CC(OC(C)=O)CCC4(C)C3CCC2(C)C1=O)C(F)(F)F (stereo not drawn)	13	-8	-7	3.2	2	7	5	-0.6	28	4
CCN1CCN(c2ccc(NC(=O)C(C)C)cc2Cl)CC1	-6	2	4	-0.3	-1	-5	8	-0.9	12	-1
Cc1c(C(c2ccc(Cl)cc2Cl)c2c(O)c3ccccc3oc2=O)c(=O)n(-c2ccccc2)n1C (stereo not drawn)	-14	-4	5	0.4	-8	1	2	-1.1	12	1
Cn1cccc1/C=C1/C(=O)NC(=O)N(C(C)(C)C)C1=O	5	-5	-6	1.6	11	10	6	-0.4	19	-4
CCCCC(=O)N/N=C/c1c(O)n(-c2ccccc2)c(=O)[nH]c1=O	-4	4	-5	0.6	-5	2	3	-5.9	-13	0
CC(=O)O[C@H]1[C@H]2O[C@]23[C@@H]2CC[C@]4(O)C[C@@H](O)CC[C@]4(C)C2CC[C@]3(C)[C@H]1c1ccc(=O)oc1 (stereo partly drawn)	2	-4	-6	0.1	-3	-4	2	-0.7	23	0
CC(C)c1ccc(NC(=O)CSc2nnc(OC(=O)N(C)C)n2C2CC2)cc1	-2	1	-9	-1.5	-6	-1	2	-0.3	9	0
O=c1[nH]c(=O)n(-c2ccccc2)c(O)c1/C=C1/C(c2ccccc2)=Nc2ccccc21	-19	-7	3	-0.6	-1	4	11	-0.4	-34	-6
CC(C)(C)C(=O)N1Cc2cnnn2-c2ccccc2C1C#N (stereo not drawn)	-6	0	3	1.2	-11	-3	-5	0.9	-11	-6
CCOP(=S)(OCC)c1ccc(N(C)C)cc1	1	5	-4	-0.4	-2	-2	8	/	-13	-4
CN1CCN(Cc2nnc3n2-c2ccc(Cl)cc2C(c2ccccc2)=NC3)CC1	-7	-8	-23	0.2	-5	-2	10	-0.7	9	-3
COc1ccc(-c2nn(CCC#N)cc2C(=O)Nc2ccccc2Cl)cc1	-4	0	-2	-1.4	-2	-1	-5	-1.4	-24	-1
Cc1cc(C)n2nc(SC(C)C(=O)N3CCC4(CC3)OCCO4)nc2n1 (stereo not drawn)	-8	-2	-5	-1.8	/	-1	0	-1.6	17	1
CC(=Nc1ccccc1N)c1c(O)n(C)c(=O)n(C)c1=O	5	5	-10	-2.4	-7	0	-6	-0.3	-17	-6
O=P(c1ccccc1)(c1nc2ccccc2s1)N1CCOCC1 (stereo not drawn)	/	1	2	-0.8	-1	-1	4	-1.7	16	0
CN1CCN(c2ccc(F)cc2N)CC1	-1	-3	-3	0.8	-7	1	9	-3.0	4	-7
CCC(=O)Nc1ccc(Cl)c(Cl)c1	1	12	2	0.4	-8	-1	0	-2.1	-4	-5
CCc1c(C)nc(N)nc1N1N=C1SCC(N)=O	-1	-8	-2	1.2	-1	0	-4	0.2	6	2
COc1ccc(N2CC2c2ccncc2)cc1 (stereo not drawn)	4	7	-4	-1.7	-1	-1	3	-1.3	-6	-2
CC12CN3CCN(C1)CC(C)(C3)C2=NN	-6	-2	-1	-0.8	-1	-1	-6	0.6	10	2
CCCCC(CC)COC(=O)c1ccccc1C(=O)OCC(CC)CCCC (stereo not drawn)	4	14	12	0.1	11	2	9	0.2	8	-1
CCc1c(C)nc(N)nc1N1N=C1SCCOc1ccccc1	5	-8	-5	-0.2	-6	-1	3	-2.4	-3	-3
C/C(=N\N1CCN(C)CC1)c1c(O)n(Cc2ccccc2)c(=O)[nH]c1=O	-7	-4	-1	3.9	-3	0	-4	-1.2	3	-1
O=c1[nH]c(=O)n(CCc2ccccc2)c(O)c1C=NCCCn1ccnc1	-17	2	8	0.2	-1	0	6	-1.8	16	-4
c1cc(CNCCc2ccc3c(c2)OCO3)ccn1	-5	5	-17	0.7	-5	0	-4	0.6	37	-10
COC(=O)C1=C(c2cccc(OC)c2OC)C[C@@H]2CC[C@H]1N2C(=O)NCc1cccc2ccccc12	2	-15	-9	-0.7	-3	0	0	-0.8	-8	-3
COc1ccc(C(=O)OC2CC[C@@]3(C)C4CCC5[C@]6(O)CC(O)[C@@]7(O)C(CN8CC(C)CCC8[C@@]7(C)O)[C@]6(O)C[C@@]53O[C@]24O)cc1OC (stereo partly drawn)	9	-1	-1	0.4	-5	-3	-4	0.7	3	-3
CCN1C(=O)C(=Cc2ccc(N3CCOCC3)o2)C(=O)N(CC)C1=S	11	-7	-32	-2.7	18	-1	33*	-0.9	3	-10
CN1C2c3ccccc3C3C4c5ccccc5C(C31)C(C2[N+](=O)[O-])N4C (stereo not drawn)	-3	-2	-3	-0.8	-4	-5	-2	0.6	0	-6
Cc1ccc(S(=O)(=O)Cc2ccc(C(=O)N3CCC4(CC3)OCCO4)o2)cc1	-2	-6	-8	5.1	3	0	0	-0.8	10	-3
OC12ONC(c3ccccn3)C1N1CCC2CC1 (stereo not drawn)	/	10	8	4.7	-7	-1	-1	-2.5	18	0
CCCC1COC(Cn2cncn2)(c2ccc(Cl)cc2Cl)O1 (stereo not drawn)	4	6	-2	-1.0	2	1	-3	-0.3	-3	1
Cc1ccc(/C=C2\C(=O)NC(=O)N(CC3CCCO3)C2=O)s1 (stereo not drawn)	?	7	2	0.8	-2	5	3	-1.3	/	-5
Nc1c(C(=O)NCCCc2ccccc2)c2nc3ccccc3nc2n1Cc1cccs1	3	-9	1	0.0	4	1	-4	-1.4	10	-2
O=C1NC(=O)C(=Cc2cn(CCOc3ccc4c(c3)OCO4)c3ccccc23)C(=O)N1	4	-3	-25	11	-6	5	159*	/	12	-3
CCOC(C(=O)OCC(O)CN(CC)CC)(c1ccccc1)c1ccccc1 (stereo not drawn)	-1	6	-5	-1.4	0	1	4	-0.2	-2	4
C[C@@H]1CC[C@@]2(NC1)O[C@H]1C[C@H]3[C@@H]4CC=C5C[C@@H](O)CC[C@]5(C)[C@H]4CC[C@]3(C)[C@H]1[C@@H]2C	2	-10	2	-1.9	-4	1	-7	-0.7	10	0
COc1ccc(-c2nn(CCC#N)cc2C(=O)Nc2ccccc2)cc1OC	-1	3	2	-3.7	-3	4	-3	-0.6	14	-1
CN(C)c1ccc(/C=C/[N+](=O)[O-])cc1	2	-2	-18	-6.1	-4	3	-1	-0.3	8	-9
N#CC(C#N)=C(C#N)c1ccc(Nc2ccccc2)cc1	3	-4	-1	-11	-2	2	-4	-0.3	16	-6
C=CCn1c(O)c(C(C)=NCCN2CCN(C(=S)NC)CC2)c(=O)[nH]c1=O	-23	8	-3	-0.8	-4	-2	-6	0.6	13	-1
CCC(C)NC(=O)c1c(N)n(CC2CCCO2)c2nc3ccccc3nc12 (stereo not drawn)	-499	1	-7	1.0	-1	-1	8	-1.1	8	-6
CCC(=NCCCN(CC)CC)c1c(O)n(-c2ccccc2)c(=O)[nH]c1=O	13	-6	-8	0.2	/	4	-1	-6.0	14	-2
CCOC(=O)c1c(-n2c(C)cc(C=C3C(=O)NC(=O)NC3=O)c2C)sc2c1CCCC2	-4	-14	-10	8.6	0	16	6	1.3	-17	-2
CC(CCN1CC1)=NNC(=O)Nc1cccc2ccccc12	3	10	0	-1.1	-3	-1	-2	-1.2	1	-5
CCC1CCCCN1P(=O)(c1ccc(C)o1)C(C)(C)C (stereo not drawn)	2	-2	2	0.7	1	3	11	-0.4	8	-9
Cc1cc(C(=O)OCC(=O)Nc2ccccc2F)c(C)n1C1CC1	-4	1	-13	0.2	0	-2	3	-3.0	-8	-8
c1ccc(Nc2ccc(Nc3ccccc3)cc2)cc1	-4	-9	-1	-0.8	-1	5	1	0.1	-31	0
Cc1ccc(N)cc1Cl	2	5	-13	1.2	-3	0	1	-0.7	14	1
O=c1c2ccccc2nc(Cc2ccccc2)n1-c1ccccc1	4	-11	-3	-0.9	5	-1	3	-2.3	-17	-2
O=c1[nH]c(CN2CCNCC2)nc2ccccc12	0	-6	2	-0.8	0	0	3	0.5	11	-1
(more compounds)
SMILES	Rtt109 HAT inh	PKA-R2B act	RTF Ca sens inh	C-LANA FP	CAL PDZ FP-1	DAGLB inhibitor	cardiac RTF act	CAL PDZ FP-2	SR-BI uptake up	Keap1-Nrf2 PPI
CCC1CCCCN1CC(=O)c1ccc(OC(F)F)cc1 (stereo not drawn)	5	-7	-2	-0.7	0	-2	2	-0.1	13	-8
c1cc(C2N3CCCN2CC3)ccn1 (stereo not drawn)	-2	-4	1	-1.3	5	-2	1	0.8	-1	-1
CCN1CCN(C(=O)COc2ccc3c(c2)C(=O)CC2(CCN(C(C)=O)CC2)O3)CC1	13	-3	-12	-0.4	-1	-3	-2	/	37	-2
COc1ccc2c(c1OC)CN1CCc3cc4c(cc3[C@H]1C2)OCO4	2	1	-9	-1.2	-3	-4	6	-1.9	-4	-2
